# Screening results from PubChem BioAssay.
# USP1-UAF1 inh = Inhibitors of USP1/UAF1: Primary Screen. Ubiquitin carboxyl-terminal hydrolase 1 (Homo sapiens), O94782. AID 743255, 2014. 390,000 compounds, 0.23% hits. recombinant USP1/UAF1, Ub-Rhodamine cleavage fluorescence. Potency, µM (series often up to 57.1 µM), without a hit: at the top dose activity change, negative = inhibition, usual class: inhibitors; also: potency is read from the fitted curve at half-maximal effect; % is scaled to controls: 0 for no effect and ±100 for the full control effect; nearly all actives have a fitted effect of over 60% in size; inactives centre near -12
# Target sequence (O94782 whole entry, looked up): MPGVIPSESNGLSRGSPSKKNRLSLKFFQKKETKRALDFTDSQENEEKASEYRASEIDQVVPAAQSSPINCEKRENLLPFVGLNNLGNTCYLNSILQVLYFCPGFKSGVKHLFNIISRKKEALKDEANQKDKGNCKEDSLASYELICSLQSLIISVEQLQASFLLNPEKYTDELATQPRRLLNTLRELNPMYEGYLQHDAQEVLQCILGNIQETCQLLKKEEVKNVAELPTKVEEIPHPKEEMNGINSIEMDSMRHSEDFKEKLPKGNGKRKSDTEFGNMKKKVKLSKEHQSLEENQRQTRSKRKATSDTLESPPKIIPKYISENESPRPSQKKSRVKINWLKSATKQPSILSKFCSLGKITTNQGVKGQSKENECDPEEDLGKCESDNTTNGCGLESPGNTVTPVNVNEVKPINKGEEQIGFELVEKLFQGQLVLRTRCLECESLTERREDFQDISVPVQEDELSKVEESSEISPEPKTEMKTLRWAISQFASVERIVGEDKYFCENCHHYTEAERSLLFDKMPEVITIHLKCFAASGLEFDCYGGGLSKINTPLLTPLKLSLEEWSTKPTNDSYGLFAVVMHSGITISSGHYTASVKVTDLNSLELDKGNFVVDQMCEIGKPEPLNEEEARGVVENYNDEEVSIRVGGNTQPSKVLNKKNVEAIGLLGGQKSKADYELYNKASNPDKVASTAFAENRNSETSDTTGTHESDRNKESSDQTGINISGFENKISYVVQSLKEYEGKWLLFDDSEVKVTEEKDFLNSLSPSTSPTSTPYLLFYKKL
#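 1 nM enzyme complex + cpd, 15 min RT; start with Ub-Rho 150nM final; kinetic fluorescence ex 480/em 540, 6 reads q60 s. Buffer 50mM HEPES pH 7.8, 0.5mM EDTA, 0.1 mg/ml BSA, 1mM TCEP, 0.01% Tween-20.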
# TrxR1 substrate = qHTS Assay for Substrates of Mammalian Selenoprotein Thioredoxin Reductase 1 (TrxR1): qHTS | purified TrxR1 substrate turnover, NADPH consumption readout | Potency, µM (highest dose often 114 µM), for the others: at the highest dose activity change, negative = substrate turnover | 390,000 compounds, 0.01% hits; also: potency is read from the fitted curve at half-maximal effect; % is scaled to controls: 0 for no effect and ±100 for the full control effect; nearly all actives have a fitted effect of over 50% in size
#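 Rat TrxR1, dispensed at 90 nM, was prereduced with 400 uM NADPH (final) for 5 min at ~22 deg C, then incubated with compound 15 min before 400 uM selenite. A first-read NADPH fluorescence drop versus no-compound background flagged substrates.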
# Glioma ERSR ind = qHTS for Inducers of the Endoplasmic Reticulum Stress Response (ERSR) in Human Glioma: qHTS. U87-MG GRP78 promoter luciferase reporter, 16 h. 420,000 compounds, 0.02% hits. AID 602332, 2012. Potency, µM, inactives show at the highest dose activation, hits mostly activators; also: potency is read from the fitted curve at half-maximal effect; series mostly up to about 76 µM; % of control where 0% means no effect; nearly all actives have a fitted effect of over 35% in size
#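 Stably transfected U87-MG glioma cells carrying a GRP78-based luciferase sensor; 16 h compound incubation. Luminescence end-point read 10 min after Bright-Glo addition at room temperature.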
# RXFP1 ag = qHTS Assay for Agonists of the Relaxin Receptor RXFP1. HEK293T-RXFP1 cAMP TR-FRET, 30 min; response scale: percent of porcine relaxin response, buffer zero. Potency, µM (top dose mostly 57.5 µM), without a hit: top-dose activation, most hits filed as activators. 370,000 compounds, 0.3% hits. AID 2676, 2010; also: potency is read from the fitted curve at half-maximal effect; % is scaled to controls: 0 for no effect and ±100 for the full control effect; nearly all actives have a fitted effect of over 60% in size; many of its hits are not listed in these tables
#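 HEK293T cells stably expressing RXFP1 were pretreated with the PDE4 inhibitor Ro 20174, exposed to compounds for 30 min at 37C, lysed, and cAMP was read by TR-FRET. Data normalized to buffer (basal) and 29 nM porcine relaxin (100%).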
# PI4K2A block = qHTS for small molecular inhibitors of PI4K2A; AID 1346378, 2018; activity change, negative = inhibition, % at 76.9 µM; purified PI4K2A, ADP-Glo luminescence, 1 h; stronger effect = lower value; 420,000 compounds, 0.13% hits; in the data active = activity change below about -50%; inconclusive = mostly about -30% to -49%;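 also: -100% = wells without enzyme as full effect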
#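 Compounds are screened against recombinant PI4K2A using PI as substrate and ATP, the latter dispensed at 300 microM. Reactions run one hour at ambient temperature before ADP-Glo detection; full inhibition defined by wells lacking enzyme.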
# Vif-A3F inh = qHTS for Inhibitors of Vif-A3F Interactions: qHTS; HeLa A3F-eYFP + Vif (tagged APOBEC3F with the HIV-1 protein that degrades it), YFP fluorescence increase; Potency, µM (top dose mostly 46.1 µM), for inactives: at the top dose activity, negative = active; 390,000 compounds, 0.2% hits; also: potency is read from the fitted curve at half-maximal effect; % of control where 0% means no effect; nearly all actives have a fitted effect of over 65% in size
#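 Fluorescence increase (Ex 488/Em 500-530) after overnight compound treatment at 37 deg C flags inhibition of Vif-driven A3F-eYFP loss in stable HeLa A3F-eYFP/Vif cells seeded overnight beforehand.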
# LDHA block = qHTS assay for inhibitors of human lactate dehydrogenase; L-lactate dehydrogenase A chain (Homo sapiens), P00338; AID 1347041, 2019; purified LDHA, NADH/diaphorase-resazurin fluorescence; stronger effect = lower value; 480,000 compounds, 0.15% hits; activity change, % (values are at about 110 or 230 µM); in the data active = activity change below about -30%; inconclusive = mostly about -25% to -30%;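 also: plate controls were DMSO wells for no effect and wells without enzyme for full effect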
#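 Enzyme activity of human lactate dehydrogenase 5 (2 nM; 0.06 mM NADH, 0.2 mM pyruvate, 5 min, RT) is measured via a resazurin/diaphorase fluorescence readout of residual NADH.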
# mIDH1 inhibitor = qHTS for Inhibitors of mutant isocitrate dehydrogenase 1 (IDH1): qHTS; Potency, µM (top dose mostly 76.6 µM), for inactives: top-dose activity change, negative = inhibition, most hits filed as inhibitors; IDH1-R132H enzyme, NADPH consumption, diaphorase/resazurin fluorescence; AID 602179, 2012; 390,000 compounds, 0.093% hits; also: potency is read from the fitted curve at half-maximal effect; % is scaled to controls: 0 for no effect and ±100 for the full control effect; nearly all actives have a fitted effect of over 65% in size
#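 IDH1-R132H (0.5 ug/mL dispensed) in pH 7.5 Tris buffer was preincubated 30 min with compound, then given a substrate mix of 0.016 mM NADPH and 2 mM alpha-KG for 80 min at room temperature; remaining NADPH was read by diaphorase/resazurin fluorescence.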
# Vif-A3G inh = qHTS for Inhibitors of Vif-A3G Interactions: qHTS; HeLa A3G-eYFP + Vif (tagged APOBEC3G with the HIV-1 protein that degrades it), YFP fluorescence, overnight; Potency, µM (highest dose often 46.1 µM), for inactives: top-dose activity, negative = active, most hits filed as inhibitors; 410,000 compounds, 0.076% hits; DNA dC->dU-editing enzyme APOBEC-3G (Homo sapiens), Q9HC16;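 also: potency is read from the fitted curve at half-maximal effect; % is scaled to controls: 0 for no effect and ±100 for the full control effect; nearly all actives have a fitted effect of over 60% in size; hits raise eYFP signal because A3G escapes Vif-driven loss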
#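 Read-out is eYFP fluorescence (Ex 488/Em 500-530) from Vif-expressing HeLa A3G-eYFP cells; more signal means A3G escaped Vif-mediated degradation. Cells plated overnight, compound pinned in, incubated overnight at 37 deg C.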
# The depositor's hits bear a star; ? = inconclusive; . = not tested or not shown; & = joins results of further samples; [ ] = remark or other dose. Unless noted, calls follow the shape of the dose curve; as a rule, active = well fitted curve in the direction sought with a large enough effect; inconclusive = small, poorly fitted or top-dose-only effect, or another doubt; inactive = no such curve, though single readings can be large; an effect the other way counts as inactive or inconclusive. A portion of the library, so the mix of outcomes need not match the whole.
SMILES	USP1-UAF1 inh	TrxR1 substrate	Glioma ERSR ind	RXFP1 ag	PI4K2A block	Vif-A3F inh	LDHA block	mIDH1 inhibitor	Vif-A3G inh
Cc1ccc(OCc2nc(C#N)c(NCCCn3ccnc3)o2)cc1	10%	13%[57.1 µM]	-3%	-0.3%	0	2%	-7	-2%	4%
Cc1onc(-c2ccccc2Cl)c1C(=O)NNC(=O)c1cccc(F)c1	-13%	3%	0%	0.2%	1	17%	-1	0%	0%
Cc1ccccc1NC(=O)C1CC(=O)n2ncnc2N1 (stereo not drawn)	-21%	3%	-2%	1.5%	-2	5%	0	-1%	-1%
C/C(=N\NC(=O)CCc1ccc(S(=O)(=O)N2CCOCC2)cc1)c1ccc(Br)cc1	-12%	5%[57.1 µM]	-4%	4.0%	4	4%	-5	1%	-1%
CCC(C)NC(=O)c1cn(-c2cccc(C)n2)cn1 (stereo not drawn)	-3%	9%[57.1 µM]	3%	0.6%	5	4%	-3	5%	-2%
O=C(CCS(=O)(=O)c1ccccc1)N(Cc1cccnc1)c1nc2c(F)cccc2s1	-8%	9%[57.1 µM]	-11%	3.1%	2	-4%	-3	-5%	?
O=C(COc1ccc2c3c(c(=O)oc2c1)CCC3)NC1CCCCC1	-12%	32%	-2%	3.8%	3	11%	-2	1%	1%
Cn1c(-c2cccs2)[n+](C)c2ccccc21	-17%	21%	-1%	7.3%	-13	2%	14	0%	1%
COc1ccc(N2CC(C(=O)NCCS(=O)(=O)N3CCN(c4ccccc4)CC3)CC2=O)cc1 (stereo not drawn)	-20%&2%	-3%	-5%&-2%	3.3%&1.2%	3&4	0%&-1%	-1&-4	-3%&-8%	3%&9%
CCc1nc(NCCO)c(C#N)c2c1CSC(C)(C)C2	-24%	19%	-1%	-3.0%	5	-13%	-1	-4%	0%
COc1ccccc1C(OC(=O)c1cccs1)C(=O)NCC1CCCO1 (stereo not drawn)	-7%	-6%	-3%	0.5%	2	-7%	-3	1%	1%
Cn1c(/C(C#N)=C(\O)c2cccc(F)c2)nc2ccccc21	-4%	5%[57.1 µM]	-6%	1.0%	0	-12%	-2	8%	-6%
O=[N+]([O-])c1ccc(N2CCN(c3ccc(F)cc3)CC2)cc1	-30%	-6%[57.1 µM]	-1%	0.0%	-1	-4%	-1	6%	4%
Nc1cc(=O)[nH]c2nnc(SCC(=O)Nc3cccc4ccccc34)n12	-10%	-7%[0.0914 µM]	-2%	4.8%	-6	0%	-2	0%	0%
COCc1nnc(NC(=O)CCCCCN2C(=O)c3ccccc3C2=O)s1	-13%	-2%	-4%	2.2%	0	-7%	2	0%	2%
Oc1ccc(-c2nc3ccc4ccccc4c3c3c2CCC3)cc1O	-15%	0%	-14%	6.6%	-7	-27%	7	-22%	-17%
CSc1ccccc1C(=O)C1CCCN(C(=O)CCc2cccnc2)C1 (stereo not drawn)	-23%	2%	3%	-0.1%	-2	6%	0	0%	6%
CCOc1ccc(CC(=O)N/N=C/c2cccnc2)cc1OCC	-15%	6%	2%	-0.8%	6	-1%	-5	5%	-4%
Cc1cccc(N2CCN(C(=O)C3CCN(c4ncnc5c4nc4n5CCCCC4)CC3)CC2)c1C	-16%&-22%	-10%&-2%	-2%&1%	5.8%&-0.5%	-3&2	2%&1%	0&-11	-1%&0%	1%&8%
COc1ccc(/C=C2\C(=N)N3N=C(CC(=O)N4CCOCC4)SC3=NC2=O)cc1	-13%	-6%	3%	0.4%	-2	3%	-2	6%	3%
CC(C)C[C@H]1CNC(=S)N1C[C@H]1CCCN1C[C@H](Cc1ccc(O)cc1)N1C[C@H](Cc2ccccc2)N(CC2CCCCC2)C1=S	.	.	-1%	.	1	.	-8	.	3%
CCOc1ccccc1NC(=S)NCc1ccco1	-12%	-6%	-1%	-0.2%	1	-5%	-8	15%	1%
Cn1nccc1NC(=O)Nc1ccccc1	-9%	1%	2%	-3.3%	-1	4%	-4	-6%	-2%
CC(C)CNCC(=O)N1c2ccccc2Sc2ccccc21	1%	-2%	0%	0.6%	-5	-7%	-5	-4%	1%

# Of the compounds above, 2 contain an aryl thioether with sulfur outside any ring:
SMILES	USP1-UAF1 inh	TrxR1 substrate	Glioma ERSR ind	RXFP1 ag	PI4K2A block	Vif-A3F inh	LDHA block	mIDH1 inhibitor	Vif-A3G inh
Nc1cc(=O)[nH]c2nnc(SCC(=O)Nc3cccc4ccccc34)n12	-10%	-7%[0.0914 µM]	-2%	4.8%	-6	0%	-2	0%	0%
CSc1ccccc1C(=O)C1CCCN(C(=O)CCc2cccnc2)C1 (stereo not drawn)	-23%	2%	3%	-0.1%	-2	6%	0	0%	6%

# Continuation.
SMILES	USP1-UAF1 inh	TrxR1 substrate	Glioma ERSR ind	RXFP1 ag	PI4K2A block	Vif-A3F inh	LDHA block	mIDH1 inhibitor	Vif-A3G inh
Cc1ccc(Cl)cc1-n1ncc2c(NCCCc3ccccc3)ncnc21	-24%	3%[57.1 µM]	-4%	0.6%	-1	2%	-5	16%	-1%
CCOC(=O)c1sc(NC(=O)Cc2ccccc2OC)nc1C	-12%	-12%	-2%	0.7%	-2	2%	-5	-5%	2%
Cc1cccc(NC(=O)CN2C(=O)S/C(=C\c3ccccn3)C2=O)c1	-13%	5%	-5%	-0.1%	-1	-8%	1	13%	2%
N#C/C(=N\Nc1ccccc1F)c1nc(-c2ccccc2)cs1	-20%	0%	-1%	3.0%	4	-7%	-7	15%	-18%
Cc1nnc(NC(=O)C2CCCN(S(=O)(=O)c3ccccc3C(F)(F)F)C2)s1 (stereo not drawn)	-3%	-9%	-4%	0.7%	-5	3%	1	3%	0%
C[n+]1ccc(CC2C(=[N+]([O-])[O-])C=Nc3ncnn32)cc1 (stereo not drawn)	-8%	-4%[57.1 µM]	-1%	-0.8%	-3	4%	3	-1%	-2%
NNC(=O)CNC(c1ccccc1)c1cc(Br)ccc1NC(=O)c1ccc(Br)cc1 (stereo not drawn)	-10%	-5%	0%	-3.6%	-3	-18%	-4	?	3%
CC(C)(C)NC(=O)NC(=O)CSc1n[nH]c(-c2ccccc2Br)n1	-3%	3%[57.1 µM]	1%	1.9%	1	5%	-6	23%	0%
COC(=O)Cn1c(=NC(=O)c2cc(OC)cc(OC)c2)sc2cc(OC)ccc21	-17%	162%[activator]	-2%	5.7%	-6	1%	-7	5%	-3%
COC(=O)c1[nH]c2ccccc2c1NC(=O)C(C)N1CC(C)OC(C)C1 (stereo not drawn)	-15%	8%	-2%	-1.3%	-1	-3%	-4	10%	0%
O=S(=O)(Nc1cccc(C(F)(F)F)c1)c1cccnc1	1%	-1%[57.1 µM]	5%	-0.8%	9	4%	-6	4%	-1%
N/C(=N\c1nc2ccccc2o1)NC(=O)c1ccccc1NC(=O)c1ccccc1	2%	25%	-5%	-0.5%	-14	-2%	-6	4%	1%

# One compound at a time (already shown):
# `Cc1nnc(NC(=O)C2CCCN(S(=O)(=O)c3ccccc3C(F)(F)F)C2)s1` (stereo not drawn) is entered as USP1-UAF1 inh: -3%; TrxR1 substrate: -9%; Glioma ERSR ind: -4%; RXFP1 ag: 0.7%; PI4K2A block: -5; Vif-A3F inh: 3%; LDHA block: 1; mIDH1 inhibitor: 3%; Vif-A3G inh: 0%
# `NNC(=O)CNC(c1ccccc1)c1cc(Br)ccc1NC(=O)c1ccc(Br)cc1` (stereo not drawn) is entered as USP1-UAF1 inh: -10%; TrxR1 substrate: -5%; Glioma ERSR ind: 0%; RXFP1 ag: -3.6%; PI4K2A block: -3; Vif-A3F inh: -18%; LDHA block: -4; mIDH1 inhibitor: ?; Vif-A3G inh: 3%
# `N/C(=N\c1nc2ccccc2o1)NC(=O)c1ccccc1NC(=O)c1ccccc1` is entered as USP1-UAF1 inh: 2%; TrxR1 substrate: 25%; Glioma ERSR ind: -5%; RXFP1 ag: -0.5%; PI4K2A block: -14; Vif-A3F inh: -2%; LDHA block: -6; mIDH1 inhibitor: 4%; Vif-A3G inh: 1%

# (continued)
SMILES	USP1-UAF1 inh	TrxR1 substrate	Glioma ERSR ind	RXFP1 ag	PI4K2A block	Vif-A3F inh	LDHA block	mIDH1 inhibitor	Vif-A3G inh
CCOC(=O)C1=CN(CC)S(=O)(=O)NC1c1ccc(C(F)(F)F)cc1 (stereo not drawn)	-25%	-3%	-1%	.	-3	2%	0	-7%[38.3 µM]	-7%
CN(C)c1cc(Nc2ccc(O)cc2)c([N+](=O)[O-])c2nonc12	-19%	-5%	-2%	4.8%	6	1%	-3	1%	0%
N#CCCN1CCN(S(=O)(=O)c2ccc(C3CCCCC3)cc2)CC1	-25%	-4%	-3%	0.0%	9	1%	0	3%	4%
COc1nc(SCC(=O)Nc2ccccc2Cl)nc(N(C)C)n1	-18%	0%	3%	2.6%	-1	10%	-2	1%	1%
